# M17LAP inhibition – P. falciparum M17LAP inhibitors, primary screen, biochemical, fluorogenic H-Leu-NHMec substrate, 1536-well (AID 1619). recombinant M17LAP, H-Leu-NHMec fluorogenic kinetic assay; higher % means a stronger effect. inhibition, % at 30 µM, or IC50 in µM where a hit was titrated. hit rate 0.38% among 220,000;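 active means compound inhibiting the enzyme by more than half at any dose during confirmatory dose-response retesting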;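 further: plate controls were full reaction with DMSO carrier for no effect and no enzyme background for full effect; strong numbers were not always called active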
# LYP phosphatase – PTPN22 lymphoid phosphatase activity blockers – biochemical, fluorescence intensity, uHTS (AID 1779); recombinant LYP phosphatase, fluorescence intensity; higher % means a stronger effect; inhibition, % at 11.5 µM, or IC50 in µM where a hit was titrated; hit rate 0.054% among 290,000;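 further: plate controls were vehicle with enzyme for no effect and no enzyme for full effect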
# human PMI inhibition – inhibitors of human PMI, primary screen, biochemical, fluorescence intensity, coupled assay (AID 1209) | purified PMI enzyme, coupled fluorescence intensity; higher % means a stronger effect | hit rate 0.42% among 190,000 | inhibition, % at 20 µM; hits with a dose series show IC50 in µM;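 further: plate controls were DMSO vehicle for no effect and wells lacking substrate for full effect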
# PMI inhibition – human PMI inhibitors, high substrate, primary screen, biochemical, fluorescence intensity, high mannose 6-phosphate (AID 1220); recombinant PMI enzyme, coupled fluorescence intensity; higher % means a stronger effect; one-dose inhibition, % at 20 µM; IC50 in µM for titrated hits; hit rate 0.66% among 190,000
# AID2073 – disruptors of CaV2.2 binding to Mint1 – biochemical, HTRF (AID 2073); HTRF protein-protein interaction, Mint1-CaV2.2; higher % means a stronger effect; one-dose inhibition, % at 20 µM; IC50 in µM for titrated hits; hit rate 0.19% among 290,000; in the data active means inhibition mostly above about 51%, no sharp cut-off; further: some results filed as inactive read as strong as hits
# Dynein transport – dynein cargo transport inhibition; 3617.4 mouse cells, GR-EGFP nuclear translocation imaging; test concentration mostly 20 µM; stimulated with dexamethasone, 1 µM; hits give low values; z-score, hits read low; hit rate 0.47% among 220,000;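 active means plate z-score of nuclear minus cytoplasmic receptor signal below a set negative limit, without overly bright fluorescence or cell loss, cut at about -3.5 in these data, passing the limit was not always enough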;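 further: z-score of nuclear minus cytoplasmic ring GR-EGFP intensity difference per well; some compounds called inactive have numbers as strong as hits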
#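 medium = tetracycline-free induction medium containing charcoal-stripped FBS | probe or stimulus = dexamethasone, 1.0 µM final | timing = 48 h induction, then 1 h compound, then 30 min agonist, 37 °C | detection = automated 10x imaging of fixed Hoechst-stained cells | read-out basis = nuclear versus cytoplasmic GR-EGFP signal, averaged per well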
# M1AAP inhibition – malaria alanyl aminopeptidase activity blockers – biochemical, fluorogenic H-Leu-NHMec substrate, 1536-well (AID 1445) | recombinant M1AAP, H-Leu-NHMec fluorogenic kinetic assay; higher % means a stronger effect | inhibition, % at 30 µM, or IC50 in µM where a hit was titrated | hit rate 0.42% among 220,000;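 active means primary inhibition above the hit cutoff, then over 50% inhibition at one or more dose response concentrations, cut at about 23% in these data, passing the limit was not always enough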;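 further: plate controls were DMSO full reaction for no effect and no enzyme background for full effect; strong numbers were not always called active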
# SIAH1 antagonists – blockers of Siah-1 interaction with plectin peptide – biochemical, fluorescence polarization, rhodamine-plectin, uHTS, primary screen (AID 1817). Siah-1 / rhodamine-plectin peptide fluorescence polarization; higher % means a stronger effect. one-dose displacement, % at 20 µM; IC50 in µM for titrated hits. hit rate 0.02% among 290,000;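 active means displacement of at least 50% at 20 µM, with a fluorescence ratio check between 0.3 and a set limit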;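 further: plate controls were Siah plus tracer with DMSO for no effect and tracer alone without Siah for full effect; strong numbers were not always called active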
# XIAP displacement – XIAP antagonists, biochemical, IAP family, fluorescence polarization (AID 1018). XIAP BIR domain, fluorescence polarization peptide displacement; higher % means a stronger effect. displacement, % at 20 µM; hits with a dose series show IC50 in µM. hit rate 0.007% among 200,000; in the data active means displacement above about 50%; further: a part of the inactive calls stands beside numbers as strong as those of hits
# Dynein transport cytoplasmic EGFP – recorded beside Dynein transport, whose call it bears; z-score; measured here: cytoplasmic GR-EGFP intensity; hits give high values
# Dynein transport nuclear GR-EGFP – further read-out of Dynein transport, marked with its call; z-score; measured here: nuclear GR-EGFP intensity;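 lower value marks the stronger effect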
# Dynein transport cell count – recorded beside Dynein transport, whose call it bears; z-score; measured here: cell count per field
# Numbers without * were called inactive; i = inactive; / = no result given. Unless noted, no stated cut-off is given here; in the data, active means inhibition above about 50%; inactive means the rest. Hits appear at their usual frequency. About 2.1% of those tested had a hit in this group.
SMILES,M17LAP inhibition,LYP phosphatase,human PMI inhibition,PMI inhibition,AID2073,Dynein transport,Dynein transport cytoplasmic EGFP,Dynein transport nuclear GR-EGFP,Dynein transport cell count,M1AAP inhibition,SIAH1 antagonists,XIAP displacement
CCC(C)NC(=O)C(=O)NCc1ccccn1 (stereo unspecified),-4%,-4%,0%,-1%,19%,0.14,-0.24,0.17,0.36,-4%,3%,1.2%
C=CCNc1nc(N)c(C(=O)Nc2cc(C)on2)s1,4%,-4%,18%,12%,-11%,1.6,-0.22,0.78,0.72,0%,0%,0.2%
O=C(CNC(=O)c1ccc([N+](=O)[O-])cc1)c1ccccc1,-5%,-7%,-3%,-4%,-11%,-0.92,-0.14,-0.65,2.1,-6%,3%,-0.3%
Cc1ccc(-c2nn3c(C)nnc3s2)cc1NC(=O)c1cccnc1,16%,-4%,18%,10%,-7%,0.62,-0.23,0.29,0.12,4%,1%,4.9%
CCCCCc1ccc(C(=O)CCCC)c(=S)[nH]1,16%,-1%,-1%,-4%,43%,-0.65,0.2,-0.39,0.62,0%,2%,-3.4%
CCOC(=O)N1CCC(NCCNC(=O)c2ccc(Cl)cc2)CC1,-3%,1%,26%,14%,-1%,0.27,-0.0013,-0.023,1.2,-2%,2%,-0.9%
CCOC(=O)CCc1nc2ccccc2[nH]1,-8%,-4%,7%,5%,2%,2.6,-0.15,1.4,-1.8,-1%,0%,-5.0%
COCC(C)n1c(SCC(=O)N2CCc3ccccc3C2)nc2ccccc2c1=O (stereo unspecified),-2%,2%,-6%,-5%,3%,-0.026,-0.21,-0.26,0.2,2%,-2%,-12%
NC(=NCCc1ccccc1)NS(=O)(=O)c1ccc2ccccc2c1,18%,1%,18%,2%,19%,-0.83,-0.3,-0.8,0.73,2%,0%,-2.7%
O=C(N/N=C/c1ccncc1)c1ccccc1,-3%,-4%,-5%,-4%,-2%,0.05,-0.15,-0.22,0.39,-3%,3%,-6.0%
Cc1ccccc1NC(=S)N(CCN1CCOCC1)Cc1ccccc1F,-2%,0%,2%,1%,-16%,1.9,-0.11,1.5,-1.9,5%,-6%,-5.1%
Cc1sc2nc(-c3ccccc3)[nH]c(=O)c2c1-c1ccccc1,-2%,0%,1%,5%,4%,-1,-0.22,-0.9,0.78,13%,3%,-7.8%

# 7 structures already listed, sorted by SMILES length, low to high:
SMILES,M17LAP inhibition,LYP phosphatase,human PMI inhibition,PMI inhibition,AID2073,Dynein transport,Dynein transport cytoplasmic EGFP,Dynein transport nuclear GR-EGFP,Dynein transport cell count,M1AAP inhibition,SIAH1 antagonists,XIAP displacement
CCOC(=O)CCc1nc2ccccc2[nH]1,-8%,-4%,7%,5%,2%,2.6,-0.15,1.4,-1.8,-1%,0%,-5.0%
O=C(N/N=C/c1ccncc1)c1ccccc1,-3%,-4%,-5%,-4%,-2%,0.05,-0.15,-0.22,0.39,-3%,3%,-6.0%
CCCCCc1ccc(C(=O)CCCC)c(=S)[nH]1,16%,-1%,-1%,-4%,43%,-0.65,0.2,-0.39,0.62,0%,2%,-3.4%
C=CCNc1nc(N)c(C(=O)Nc2cc(C)on2)s1,4%,-4%,18%,12%,-11%,1.6,-0.22,0.78,0.72,0%,0%,0.2%
Cc1ccccc1NC(=S)N(CCN1CCOCC1)Cc1ccccc1F,-2%,0%,2%,1%,-16%,1.9,-0.11,1.5,-1.9,5%,-6%,-5.1%
Cc1ccc(-c2nn3c(C)nnc3s2)cc1NC(=O)c1cccnc1,16%,-4%,18%,10%,-7%,0.62,-0.23,0.29,0.12,4%,1%,4.9%
COCC(C)n1c(SCC(=O)N2CCc3ccccc3C2)nc2ccccc2c1=O (stereo unspecified),-2%,2%,-6%,-5%,3%,-0.026,-0.21,-0.26,0.2,2%,-2%,-12%

# The list goes on.
SMILES,M17LAP inhibition,LYP phosphatase,human PMI inhibition,PMI inhibition,AID2073,Dynein transport,Dynein transport cytoplasmic EGFP,Dynein transport nuclear GR-EGFP,Dynein transport cell count,M1AAP inhibition,SIAH1 antagonists,XIAP displacement
Cc1cc(C)nc(NS(=O)(=O)c2ccc(NS(=O)(=O)c3ccccc3)cc2)n1,-3%,-4%,7%,5%,5%,1,0.022,0.15,-1.9,1%,-1%,-2.8%
Cc1cc(C(N)=O)c2cc(Br)ccc2n1,24%,-2%,1%,-1%,8%,-0.23,-0.26,0.24,1.3,18%,4%,-7.2%
O=C(NCc1ccco1)C1CCN(S(=O)(=O)N2CCC3(CC2)OCCO3)CC1,-8%,-1%,5%,4%,-1%,2.4,-0.064,1.5,-1.4,5%,6%,-1.9%
O=C(/C=C/c1cccs1)Nc1cccc(NC(=O)/C=C/c2cccs2)n1,6%,10%,18%,11%,19%,-0.45,0.052,-0.32,-0.15,16%,1%,-2.8%
Cc1cc(C)n(-c2ccc(Cl)c(C(=O)NCc3ccccc3)n2)n1,-2%,1%,-4%,1%,-5%,0.36,-0.1,0.68,-0.48,-2%,2%,-7.4%
COc1ccc(/C=C/C(=O)NCc2cn(C)nc2C)cc1COc1ccc(Cl)cc1Br,-10%,-6%,-1%,0%,-1%,0.53,-0.21,0.54,-0.51,-1%,0%,0.1%
COc1ccc(CCn2cnc3c([nH]c4ccccc43)c2=O)cc1,-2%,-6%,/,/,22%,-0.7,-0.25,-0.74,1.8,3%,18%,/
COc1cccc(C(=O)NC(=S)Nc2ccccc2N2CCCC2)c1,4%,1%,/,/,20%,-0.61,-0.21,-0.46,-0.15,0%,-3%,-2.4%
O=S(=O)(c1cc(Cl)ccc1Cl)N1CC2CCCN2c2ccc(C(F)(F)F)cc21 (stereo unspecified),3%,-2%,8%,11%,-6%,0.13,-0.081,-0.058,-1.1,9%,-1%,-4.5%
COC(=O)Nc1ccc(S(=O)(=O)N2CCCC(C(=O)N3CCOCC3)C2)cc1 (stereo unspecified),-1%,-4%,/,/,4%,1.6,-0.17,0.83,-1.4,1%,-2%,/
CCOC(=O)c1nn(-c2ccc(Cl)cc2)c2nc(Nc3ccccc3)cc(=O)n12,-2%,-1%,-7%,2%,2%,0.32,0.0048,0.63,0.91,-4%,-1%,-8.7%
NC(=O)Cn1c(-c2nonc2N)nc2ccccc21,12%,-4%,0%,-3%,-2%,3,-0.11,1.1,-1.2,2%,-8%,4.9%
COc1ccc(C(=O)NCCNC(C)=O)cc1S(=O)(=O)NCc1ccc(Cl)cc1,-13%,-9%,-4%,-6%,-2%,-0.53,-0.27,-0.21,-0.29,5%,0%,-1.5%
CC(C)(C)CC(C)(C)NC(=O)Nc1cccc([N+](=O)[O-])c1,-5%,4%,3%,2%,-4%,-0.085,-0.32,0.43,0.39,5%,2%,-5.7%
CCOC(=O)C1CCCN(Cc2nc3ccc([N+](=O)[O-])cc3c(=O)n2-c2ccc(OC)cc2OC)C1 (stereo unspecified),10%,1%,6%,15%,-2%,0.61,-0.34,0.57,-0.069,3%,-2%,-8.6%
CC(C)CC(=O)Nc1nnc(SCC(=O)NCc2ccc3c(c2)OCO3)s1,-1%,-5%,-4%,-8%,6%,-1.2,-0.1,-0.46,0.56,-1%,2%,-1.0%
CSCCC(NC(=O)c1cccc(S(=O)(=O)N2CCOCC2)c1)C(=O)Nc1ccc(F)cc1 (stereo unspecified),13%,-3%,16%,9%,1%,0.31,-0.17,0.49,-0.73,0%,7%,-6.2%
CCC(=O)Nc1ccc(NC(=O)c2cccc(OC)c2)nc1,9%,-8%,2%,12%,-4%,-0.2,-0.16,0.59,-0.21,10%,7%,-1.7%
CNC(=O)N(O)C1N(C)C(=O)N(CC(=O)OC)C1(C)C (stereo unspecified),4%,-12%,6%,9%,-61%,3,-0.066,1.2,-2.3,8%,-2%,-5.8%
CC(=O)Nc1ccc(S(=O)(=O)N2CCN(c3cc(C)nc4ccccc34)CC2)cc1,-5%,-1%,8%,4%,-2%,0.32,-0.2,0.54,0.88,0%,17%,-3.9%
C=CCN1C(=O)C2C3C=CC(C2C1=O)C1C2C(=O)N(CC=C)C(=O)C2C31 (stereo unspecified),-5%,-7%,7%,0%,-5%,-0.28,-0.33,-0.63,0.54,4%,-4%,-10%
Cc1cccc2c(=O)cc(C)n(Cc3ccccc3)c12,1%,-7%,8%,9%,-6%,0.15,-0.26,-0.35,-0.56,4%,14%,-13%
O=C(N/N=C/c1ccco1)c1ccc2nc[nH]c2c1,0%,-2%,/,/,-22%,2,-0.25,0.91,-1,1%,-1%,/
O=C(/C=C\NCC(=O)c1ccccc1)c1ccc2ccccc2c1,13%,1%,-45%,-78%,1%,-0.57,-0.22,-0.6,0.75,0%,4%,2.7%
CCCC(=O)Nc1ccc(NC(=O)c2cccs2)cn1,3%,2%,3%,4%,-4%,0.067,-0.13,0.73,-1.7,-4%,2%,1.8%
Cc1nnc(SCc2nc3ccccc3[nH]2)s1,-16%,-9%,-7%,0%,10%,-0.27,-0.089,-0.12,0.94,-1%,0%,-1.9%
CC(=O)N1CCc2cc(Br)cc(S(=O)(=O)N3CCN(C(=O)c4ccco4)CC3)c21,1%,-9%,6%,4%,-5%,2.5,0.47,0.94,-1.8,-4%,-1%,-6.9%
O=c1cc(-c2ccc(O)cc2)oc2ccccc12,1%,0%,-2%,-2%,22%,-0.35,-0.28,-0.24,0.13,0%,4%,-3.9%
CCOc1ccc(CCNC(=O)C2CCCN2C(=O)OCc2ccccc2)cc1OCC (stereo unspecified),-5%,-6%,1%,8%,0%,1.5,-0.026,1.2,-0.86,2%,3%,-8.7%
C=C(C)Cn1c(N2CCN(CC)CC2)nc2c1c(=O)[nH]c(=O)n2C,9%,-11%,-4%,-5%,-5%,-0.37,-0.21,-0.2,0.15,0%,i,-4.8%
Cc1cccc(S(=O)(=O)Nc2cccc(-c3cn4ccsc4n3)c2)c1,-4%,4%,9%,7%,2%,-0.17,-0.21,0.048,-0.17,8%,2%,-4.0%
CCOC(=O)C(CCc1nnc(N)s1)C(=O)OCC,3%,-4%,-3%,-3%,3%,1.1,-0.21,1.1,0.1,-2%,0%,-4.0%
COCC(=O)Nc1ccccc1-c1ccccc1,-4%,0%,-1%,1%,0%,1.5,-0.31,0.96,-0.63,-5%,6%,-4.2%

# Source: PubChem BioAssay (several laboratories)
